Pemphigus Ab inh: inhibitors of pemphigus antibody binding to DSG3, primary screen, biochemical, bead-based, flow cytometry, scFv-GFP; Desmoglein-3 (Homo sapiens), P32926; DSG3-coupled beads, scFv-anti-DSG3-GFP binding; stronger effect = lower value; binding (percent of control), % at 10 µM; 310,000 compounds, 0.48% hits;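 active means binding more than 3 SD below its plate's average and above zero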; further: some compounds called inactive have numbers as strong as hits
PKA-R2B act: activators of PKA-R2B holoenzyme, primary screen, biochemical, fluorescence polarization, Cy5-IP20, human; cAMP-dependent protein kinase catalytic subunit beta (Homo sapiens) + cAMP-dependent …; PKA-R2B holoenzyme dissociation; R2B truncated from residue 108, S112A mutant; 0% DMSO only, 100% 113 µM cGMP; activation, % at 11.4 µM; 340,000 compounds, 0.079% hits;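 active means activation above a cutoff set at the mean over all compounds plus 3 SD, cut at about 18% in these data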;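 further: higher means more holoenzyme dissociation and a rise in polarization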
Target sequence (P31323 whole entry, looked up, other chains not shown, the tested form may be a part): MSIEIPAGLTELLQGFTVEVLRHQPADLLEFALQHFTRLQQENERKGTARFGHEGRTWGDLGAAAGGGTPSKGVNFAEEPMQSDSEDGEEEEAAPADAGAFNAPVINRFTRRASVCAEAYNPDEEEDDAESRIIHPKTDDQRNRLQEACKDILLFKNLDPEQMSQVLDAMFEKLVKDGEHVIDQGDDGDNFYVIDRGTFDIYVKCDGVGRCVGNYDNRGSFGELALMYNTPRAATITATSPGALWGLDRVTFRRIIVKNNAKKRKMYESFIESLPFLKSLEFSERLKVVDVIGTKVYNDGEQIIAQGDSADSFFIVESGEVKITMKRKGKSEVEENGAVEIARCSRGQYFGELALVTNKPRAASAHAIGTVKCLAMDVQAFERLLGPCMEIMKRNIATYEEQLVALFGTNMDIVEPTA
PKA-R1A activ: activators of PKA-R1A holoenzyme, primary screen, biochemical, fluorescence polarization, Cy5-IP20, bovine R1A, mouse PKAc | activation, % at 11.4 µM | 340,000 compounds, 0.083% hits | PKA-R1A dissociation; scaled: DMSO 0%, 113 µM cGMP 100%;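 active means percent activation above the mean of all tested compounds plus 3 SD, cut at about 19% in these data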;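 further: higher means more PKAc released from R1A so a rise in polarization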
Numbers without * were called inactive; · = no result given. An excerpt, so the mix of outcomes need not match the whole.

SMILES	Pemphigus Ab inh	PKA-R2B act	PKA-R1A activ
C[C@H]1CN([C@@H](C)CO)C(=O)CCCn2nncc2CO[C@@H]1CN(C)S(=O)(=O)c1ccc2ccccc2c1	102.2	-2.6	-7.0
CCN(CC)C(=O)C1=C(C)N(Cc2ccc(OC)cc2)C(=O)C(CC(=O)NC2CCCCC2)C1 (centres undefined)	105.7	-2.7	-6.0
C[C@H](O)[C@@H]1C(=O)N2CCc3c([nH]c4ccccc34)[C@@H]2C[C@@H]1N(C)Cc1ccc2c(c1)OCO2	101.2	-2.4	-8.5
COc1ncnc2c1ncn2CCCN(C)Cc1ccco1	104.5	-3.9	0.1
COc1ccccc1C#Cc1cnc2c(c1)C(=O)N([C@H](C)CO)C[C@H](C)[C@@H](CN(C)S(=O)(=O)c1cn(C)cn1)O2	100.4	4.8	12.2
CCOC(=O)CCCCCC(=O)Nc1ccc2c(c1)C(=O)N([C@@H](C)CO)C[C@H](C)[C@H](CN(C)S(=O)(=O)c1ccc(OC)cc1)OCCCC[C@H](C)O2	108.2	-6.1	-14.5
CC1(C)CC(=Cc2ccccc2[N+](=O)[O-])C(=O)c2ccccc21	106.5	-4.6	-5.0
C[C@H](CO)N1C[C@H](C)[C@@H](CN(C)C(=O)Nc2cc(F)ccc2F)Oc2ncc(-c3cccc(F)c3)cc2C1=O	103.0	-3.5	-6.7
Cc1ccc(S(=O)(=O)N2C[C@H]3C(=O)C[C@@H](c4cccc(Cl)c4)N(S(=O)(=O)c4ccc(C)cc4)[C@H]3C[C@H]2c2ccc(Cl)cc2)cc1	97.1	-2.2	-10.8
CC1CCN(C(=O)c2ncn3c2c(=O)[nH]c2ccccc23)CC1	97.3	13.5	-0.1
CC1=C(C(=O)N2CCOCC2)CC(CC(=O)NC2CC2)C(=O)N1Cc1ccc(C(C)(C)C)cc1 (centres undefined)	106.9	-2.0	9.2
COCCCN1C(=O)C(CC(=O)NCc2cccs2)CC(C(=O)N2CCOCC2)=C1C (centres undefined)	99.9	2.3	-6.5
C=CCn1nc(C(=O)N2CCOCC2)cc1-c1sc(NC(=O)c2ccccc2)nc1C	93.8	-6.3	-6.3
COc1ccc([C@@H]2C[C@H]3[C@@H](CN2S(=O)(=O)c2ccccc2)C(=O)C[C@@H](c2cccc4ccccc24)N3S(=O)(=O)c2ccc(C)cc2)cc1	97.4	-3.1	-11.0
COc1ccc([C@H]2CN(CCc3ccccc3)C(=O)[C@@H]2CC(=O)Nc2ccccc2)cc1	113.4	5.2	-10.9
CC(=O)Nc1ccc2sn(-c3ccccc3)c(=O)c2c1	48.9*	8.9	-15.5
COCOCCn1cc(CN2CCS(=O)(=O)N(Cc3ccc(-c4ccc(Cl)c(Cl)c4)cc3)C(C)C2=O)nn1 (centres undefined)	127.4	-1.9	-4.6
Cc1noc(C)c1S(=O)(=O)N(C)C[C@H]1OCCCC[C@@H](C)Oc2ccc(NC(=O)CCCN(C)C)cc2C(=O)N([C@H](C)CO)C[C@@H]1C	106.6	3.9	-9.8
C[C@H](CO)N1C[C@H](C)[C@@H](CN(C)S(=O)(=O)c2ccccc2)OCc2cn(nn2)CCCC1=O	103.7	-1.8	-0.2
Cc1c(-c2ccc(OCCN3CCCCC3)cc2)c(=O)oc2ccc3ccccc3c12	100.4	1.1	0.7
CC(C)(C)OC(=O)NCCc1onc(-c2ccccc2F)c1C(=O)O	99.7	-10.3	-6.3
COc1ccccc1-c1ccc([C@@H]2C[C@H]3[C@@H](CN2)CON3C)cc1	97.8	3.0	-3.0
COc1cccc(CN(C)C[C@H]2OCc3cnnn3CCCC(=O)N([C@@H](C)CO)C[C@@H]2C)c1	106.6	-2.7	-5.0
O=C(OCc1cn([C@@H]2C[C@H](c3ccccc3)N(C(=O)C3CCCCC3)C[C@H]2O)nn1)c1ccccc1	107.5	-10.6	-2.6
C[C@@H]1CN([C@H](C)CO)S(=O)(=O)c2ccc(Br)cc2O[C@H]1CN(C)C(=O)C1CC1	112.7	-6.1	4.1
CC1=C(C(=O)N(C)C)CC(CC(=O)NCc2cccs2)C(=O)N1CCCN1CCCC1=O (centres undefined)	95.3	0.8	5.0
COc1ccc([C@H]2C[C@@H](n3cc(C4CC4)nn3)[C@H](O)CN2C(=O)c2cccs2)cc1	98.8	-3.1	8.3
CN(C)c1ccc(Cl)c(NC(N)=S)c1	105.0	-6.2	14.8
COC(=O)C[C@H]1C[C@H]2c3cc(NC(=O)CC4CC4)ccc3O[C@H]2[C@H](CO)O1	99.5	2.7	3.8
C=CCn1c(C)nnc1SCC(=O)N1c2ccccc2NC(=O)C1(C)C	104.7	3.9	-1.8
CC1=C(C(=O)N(C)C)CC(CC(=O)NCCc2ccccn2)C(=O)N1CCC1=CCCCC1 (centres undefined)	102.7	0.7	4.0
CC1NC(=O)c2cccnc2-n2c1nc1cc(F)c(F)cc1c2=O (centres undefined)	96.2	2.4	12.6
C[C@@H]1CN([C@@H](C)CO)C(=O)CCCn2cc(nn2)CO[C@H]1CN(C)C(=O)c1cc(-c2ccccc2)on1	104.8	4.2	-4.0
c1ccc2c(c1)COc1c3ncccc3nn1-2	98.3	3.9	-8.2
COc1cccc(-c2ccc3c(c2)O[C@@H](CN(C)C(=O)C2CCOCC2)[C@H](C)CN([C@H](C)CO)S3(=O)=O)c1	103.0	5.2	1.4
C[C@H](CO)N1C[C@H](C)[C@@H](CN(C)Cc2ccccc2)OCCCC[C@H](C)Oc2ccc(N(C)C)cc2C1=O	104.4	6.0	-5.8
CC1=C(C(=O)N2CCOCC2)CC(CC(=O)NCC2CCCCC2)C(=O)N1CCC1=CCCCC1 (centres undefined)	99.9	0.2	-0.4
CN1OC[C@@H]2CN[C@H](c3cccc(N4CCOCC4)c3)C[C@@H]21	100.2	0.4	4.1
CCCCN1C(=O)C(CC(=O)NCCCCc2ccccc2)CC(C(=O)N2CCOCC2)=C1C (centres undefined)	100.7	-4.0	6.2
C[C@@H]1CN([C@H](C)CO)C(=O)CCCn2nncc2CO[C@@H]1CN(C)C(=O)CCC(F)(F)F	110.1	2.4	-15.9
CC1=C(C(=O)N2CCOCC2)CC(CC(=O)NCCCCc2ccccc2)C(=O)N1Cc1ccc(C(C)(C)C)cc1 (centres undefined)	98.4	-6.3	-9.4
CCCCCC(=O)N1C[C@@H](O)[C@H](n2cc(COC(=O)c3ccccc3)nn2)C[C@@H]1c1ccc(C)cc1	99.4	-7.2	1.4
Cc1cccc(S(=O)(=O)N(C)C[C@@H]2OCc3cnnn3CCCC(=O)N([C@H](C)CO)C[C@@H]2C)c1	90.1	-0.7	2.0
C[C@@H]1CN([C@@H](C)CO)C(=O)c2cc(Br)cnc2O[C@H]1CN(C)Cc1cccnc1	101.2	8.2	0.8
CC1=C(C(=O)N2CCOCC2)CC(CC(=O)NC2CCCCC2)C(=O)N1Cc1ccc(C(C)(C)C)cc1 (centres undefined)	98.1	-7.9	-7.5
CC[C@H](C)[C@H]1CNC(=S)N1CC1CCN(CCC(C)C)CC1	113.0	-3.2	-14.0
CCC/C=C/c1ccc(CN2C(C)C(=O)N(Cc3cn(CCOCOC)nn3)CCS2(=O)=O)cc1 (centres undefined)	101.0	-0.4	1.4
NC(=S)NN=Cc1nccc2c(N)cccc12	98.9	1.7	13.3
C[C@H](CO)N1C[C@H](C)[C@@H](CN(C)C(=O)Nc2ccc(F)cc2)Oc2ncc(-c3ccc(F)cc3)cc2C1=O	98.4	-7.4	6.0
COC(=O)N(C)C[C@H]1OCc2cnnn2CCCC(=O)N([C@@H](C)CO)C[C@@H]1C	102.6	-4.9	3.8
O=C(C1CCCCC1)N1C[C@@H](O)[C@H](n2cc(-c3ccc(F)cc3)nn2)C[C@@H]1c1ccc(Cl)cc1	100.0	-5.7	3.9
C[C@H]1CN([C@@H](C)CO)C(=O)c2cc(Br)cnc2O[C@H]1CN(C)C(=O)c1ccccn1	101.5	3.6	4.9
C[C@H](CO)N1C[C@H](C)[C@@H](CN(C)S(=O)(=O)c2ccc(Cl)cc2)OCc2cnnn2CCCC1=O	99.8	3.2	1.9
Cn1c(=O)c2c(-c3ccccc3)n(-c3ccccc3)cc2n(C)c1=O	94.2	-2.0	-1.2
Cc1ccc([C@H]2C[C@@H](n3cc(-c4ccc(F)cc4)nn3)[C@H](O)CN2C(=O)c2cccs2)cc1	103.8	-1.5	-6.7
O=[N+]([O-])c1ccc(N2CCN(Cc3ccccc3)CC2)c2c1no[n+]2[O-]	109.9	5.0	2.2
COc1ccc([C@H]2N[C@]3(CCCN(Cc4ccccc4)C3=O)[C@H]3C(=O)N(C)C(=O)[C@@H]23)cc1	95.5	-10.2	-2.7
O=C(c1cccs1)N1C[C@@H](O)[C@H](n2cc(-c3ccc(F)cc3)nn2)C[C@@H]1c1ccc(Cl)cc1	92.1	-13.1	-9.5
CCCCN1C(=O)C(CC(=O)NCc2cccs2)CC(C(=O)N(C)C)=C1C (centres undefined)	106.4	11.2	8.6
CCCCCCNC(=O)O[C@H]1Cn2c(=O)ccc(=O)n2[C@@H]2CN(S(=O)(=O)c3ccc(C)cc3)C[C@]12O	109.4	8.4	-8.7

4 entries out of the list, ordered by formula weight, lowest first.
SMILES	Pemphigus Ab inh	PKA-R2B act	PKA-R1A activ
COC(=O)N(C)C[C@H]1OCc2cnnn2CCCC(=O)N([C@@H](C)CO)C[C@@H]1C	102.6	-4.9	3.8
Cc1cccc(S(=O)(=O)N(C)C[C@@H]2OCc3cnnn3CCCC(=O)N([C@H](C)CO)C[C@@H]2C)c1	90.1	-0.7	2.0
CCC/C=C/c1ccc(CN2C(C)C(=O)N(Cc3cn(CCOCOC)nn3)CCS2(=O)=O)cc1 (centres undefined)	101.0	-0.4	1.4
CC1=C(C(=O)N2CCOCC2)CC(CC(=O)NCCCCc2ccccc2)C(=O)N1Cc1ccc(C(C)(C)C)cc1 (centres undefined)	98.4	-6.3	-9.4

(cont.)
SMILES	Pemphigus Ab inh	PKA-R2B act	PKA-R1A activ
CCCCN1C(=O)C(CC(=O)NC2CCCC2)CC(C(=O)N2CCOCC2)=C1C (centres undefined)	100.0	-3.2	-7.2
CNC(=O)C[C@@H]1C(=O)N(c2ccc(OC)cc2)CC1(C)C	99.0	-12.9	0.6
COc1ccc([C@H]2N[C@]3(CCCN(Cc4cccn4C)C3=O)[C@H]3C(=O)N(Cc4ccccc4)C(=O)[C@@H]23)cc1	108.2	-6.6	-7.8
CCN(CC(=O)Nc1ccc(C#N)cc1)CC(=O)Nc1ccc2c(c1)OCCO2	102.4	5.0	0.3
CCCCCCn1c(=O)n2n(c1=O)C[C@]1(OC(=O)NCc3ccccc3)CN(S(=O)(=O)c3ccc(C)cc3)C[C@]1(O)C2	110.1	-0.5	-10.2
Cc1ccc(S(=O)(=O)N2C[C@H]3N(C(=O)OC(C)C)N(C(=O)OC(C)C)C[C@H](OC(=O)NC4CCCC4)[C@@]3(O)C2)cc1	113.8	-3.8	-16.2
COc1ccc(CNC(=O)C[C@@H]2C[C@H]3c4cc(NC(=O)C5CCC5)ccc4O[C@H]3[C@@H](CO)O2)cc1	102.7	-5.5	-4.2
Cc1ccc(S(=O)(=O)N2C[C@H]3[C@H]4C(=O)N(c5ccccc5)C(=O)[C@H]4C[C@H](OC(=O)NCc4ccccc4)[C@@]3(O)C2)cc1	102.2	-5.1	1.0
CCCCCC(=O)N1C[C@H](O)[C@@H](n2cc(COC(=O)c3ccccc3)nn2)C[C@@H]1c1ccc(Cl)cc1	106.2	-6.5	-6.4
CC(=O)c1ccc(Nc2ncnc3ccc(Br)cc23)cc1	120.3	-7.2	1.3
Cc1nn(C)c2c1NC(=O)CS2	98.6	-15.3	3.1
Cc1ccc(S(=O)(=O)N(C)C[C@H]2OCCCC[C@@H](C)Oc3ccc(NC(=O)Cc4ccccc4)cc3C(=O)N([C@H](C)CO)C[C@@H]2C)cc1	109.7	-1.9	-11.2
CC(C)CCN1CCC[C@]2(N[C@H](c3ccccc3)[C@@H]3C(=O)N(Cc4ccccc4)C(=O)[C@@H]32)C1=O	109.7	4.8	-3.7
Cc1ccc(S(=O)(=O)N(C)C[C@H]2OCc3cnnn3CCCC(=O)N([C@@H](C)CO)C[C@H]2C)cc1	102.2	7.1	3.7
CC(C)C1C(=O)N(Cc2cn(CCC3OCCO3)nn2)CCS(=O)(=O)N1Cc1ccc(-c2ccc(F)nc2)cc1 (centres undefined)	109.4	-8.6	-13.3
COc1ccc(-c2cc3nc(C)c(C)c(N4CCN(C(=O)c5ccoc5)CC4)n3n2)cc1	96.7	-3.5	0.4
CCN1C(=O)[C@H]2[C@@H](c3ccc(C)cc3)N[C@]3(CCCN(Cc4ccc(C(F)(F)F)cc4)C3=O)[C@H]2C1=O	103.3	-8.9	3.9
CN(Cc1cc(Cl)cc(Cl)c1)[C@H]1C[C@H]2c3[nH]c4ccccc4c3CCN2C(=O)[C@H]1CO	111.0	4.4	-5.4
Cc1ccc(Cc2c(-c3ccc(Br)cc3)nc3ccc(Br)cn23)cc1	103.6	0.0	-9.2
CC1=C(C(=O)N(C)C)CC(CC(=O)NCc2cccs2)C(=O)N1Cc1ccccc1 (centres undefined)	·	2.7	-8.3

Structures listed above marked active in Pemphigus Ab inh:
SMILES	Pemphigus Ab inh	PKA-R2B act	PKA-R1A activ
CC(=O)Nc1ccc2sn(-c3ccccc3)c(=O)c2c1	48.9*	8.9	-15.5

Screening data (PubChem)
